Screening results: PubChem BioAssay, National Center for Advancing Translational Sciences (NCATS)
CBFb-RUNX1 inh: qHTS Assay for Compounds Blocking the Interaction Between CBF-beta and RUNX1 for the Treatment of Acute Myeloid Leukemia; Runt-related transcription factor 1 (Homo sapiens) + Core-binding factor subunit beta …; AlphaScreen CBFb-His/RUNX1-biotin binding, biochemical; AID 1477, 2009; Potency, µM (doses to about 59.8 µM), for the others: at the highest dose activity, negative = inhibition, hits mostly inhibitors; 230,000 tested, under 10 active; note: % of control where 0% means no effect
Target sequence (Q01196 whole entry, looked up): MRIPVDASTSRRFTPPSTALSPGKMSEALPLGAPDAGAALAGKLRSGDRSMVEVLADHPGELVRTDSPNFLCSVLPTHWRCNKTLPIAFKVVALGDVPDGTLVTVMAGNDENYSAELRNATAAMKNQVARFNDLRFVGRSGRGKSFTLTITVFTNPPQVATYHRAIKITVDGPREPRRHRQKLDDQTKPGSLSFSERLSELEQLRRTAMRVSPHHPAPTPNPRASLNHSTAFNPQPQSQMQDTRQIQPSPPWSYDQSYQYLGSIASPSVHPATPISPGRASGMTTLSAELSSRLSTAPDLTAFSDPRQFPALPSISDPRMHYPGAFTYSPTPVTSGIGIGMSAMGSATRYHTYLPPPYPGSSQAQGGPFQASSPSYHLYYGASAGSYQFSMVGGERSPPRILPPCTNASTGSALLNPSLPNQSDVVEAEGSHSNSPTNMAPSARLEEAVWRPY
Target sequence (Q13951 whole entry, looked up): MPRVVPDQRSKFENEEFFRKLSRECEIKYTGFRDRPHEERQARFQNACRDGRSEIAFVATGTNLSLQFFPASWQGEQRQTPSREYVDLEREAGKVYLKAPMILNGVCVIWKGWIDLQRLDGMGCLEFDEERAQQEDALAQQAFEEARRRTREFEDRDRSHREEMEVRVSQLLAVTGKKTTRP
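AlphaScreen binding: CBFb-His and RUNX1-biotin (30 nM each) preincubated 20 min, compound added for 15 min, then nickel and streptavidin beads for 90 min, all at room temperature. Disruption of the interaction by any mechanism counts as activity.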
TexasRed fluor: Total Fluorescence Counterscreen for Inhibitors of the Interaction of Thyroid Hormone Receptor and Steroid Receptor Coregulator 2 | TRb/SRC2 Texas Red total fluorescence interference | Potency, µM (highest dose often 106 µM), for the others: at the top dose fluorescence change, negative = quenching | hit rate 0.29% among 280,000; active = well fitted curve in either direction with a large enough effect; inconclusive = small, poorly fitted or top-dose-only effect; note: potency is the fitted concentration of half-maximal effect; % is set by controls: 0 for no effect and ±100 for the full control effect
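Flags fluorescent or light-absorbing compounds by total fluorescence, S + 2P, at 555 nm excitation and 632 nm emission. Mixture: 20 nM Texas Red SRC2 peptide, 0.6 uM human TRb LBD, 1 uM T3, 5% DMSO; compound exposure 5 h at ambient temperature.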
Tau FP inhib: qHTS for Inhibitors of Tau Fibril Formation, Fluorescence Polarization. hit rate 0.39% among 280,000. Potency, µM (titrated, usually from 57.7 µM), for the others: at the top dose activity, negative = inhibition, usual class: inhibitors. K18 P301L tau heparin fibrillization, Alexa594 FP, 6 h; note: potency is the fitted concentration of half-maximal effect; % is set by controls: 0 for no effect and ±100 for the full control effect; nearly all actives have a fitted effect of over 55% in size
Target sequence (P10636 561-689 P618L limits assumed): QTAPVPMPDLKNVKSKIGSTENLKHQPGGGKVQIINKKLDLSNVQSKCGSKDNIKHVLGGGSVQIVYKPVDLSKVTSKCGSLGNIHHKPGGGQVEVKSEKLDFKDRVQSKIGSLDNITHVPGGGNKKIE
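Human tau K18 […] P301L fragment, 15 uM unlabeled plus 0.24 uM Alexa 594-labeled tau (final), with compound and 20 uM heparin in 100 mM sodium acetate pH 7; 6 hr at 37 C, then Alexa 594 FP read.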
TRb SRC2 PPI: qHTS for Inhibitors of the Interaction of Thyroid Hormone Receptor and Steroid Receptor Coregulator 2 | Thyroid hormone receptor beta (Homo sapiens), P10828 | TRbeta-SRC2 peptide binding, fluorescence polarization; receptor liganded with 1 µM T3 | Potency, µM (highest dose often 106 µM), for inactives: at the highest dose activity change, negative = inhibition, usual class: inhibitors | hit rate 0.065% among 280,000;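 note: potency is the fitted concentration of half-maximal effect; plate controls were bound peptide for no effect and peptide without receptor for full effect; nearly all actives have a fitted effect of over 50% in size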
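Binding of a 20-amino-acid Texas Red SRC2 peptide (20 nM) to TRb ligand-binding domain (0.6 uM) with agonist T3 at 1 uM was followed by fluorescence polarization after a 5 hr room-temperature incubation.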
Epigenetic reg: Quantitative High-Throughput Screen for Regulators of Epigenetic Control; murine LDR cells, GFP reporter derepression, 30 h; hit rate 0.2% among 280,000; Potency, µM (doses to about 53.9 µM), for inactives: at the top dose GFP activation, most hits filed as activators; note: potency is the fitted concentration of half-maximal effect; % of control where 0% means no effect; nearly all actives have a fitted effect of over 60% in size
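Readout is the number of GFP-expressing murine LDR cells, counted by cytometry following washing. Cells were treated with compound for 30 h at 37 C; the stably integrated CMV-GFP locus is normally silent.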
NPSR antagonist: qHTS Assay for Antagonists of the Neuropeptide S Receptor: cAMP Signal Transduction. AID 1461, 2008. CHO-NPSR cells, cAMP TR-FRET, antagonist mode. Q6W5P4. Potency, µM (doses to about 38.3 µM), inactives show top-dose activity change, negative = inhibition, actives largely listed as inhibitors. hit rate 1% among 220,000; note: potency is the fitted concentration of half-maximal effect; % is set by controls: 0 for no effect and ±100 for the full control effect; nearly all actives have a fitted effect of over 50% in size; many of its hits are not listed in these tables
GLA spleen mod: qHTS Assay for Inhibitors and Activators of Human alpha-Galactosidase From Spleen Homogenate | Alpha-galactosidase A (Homo sapiens), P06280 | human spleen homogenate, 4MU-alpha-Gal fluorescence, 40 min | Potency, µM (doses to about 80 µM), without a hit: top-dose activity change, negative = inhibition, actives largely listed as inhibitors | hit rate 0.008% among 240,000 | AID 2107, 2009;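 note: potency is the fitted concentration of half-maximal effect; 0% = enzyme with vehicle and -100% = no enzyme basal signal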
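Inhibition or activation of alpha-galactosidase in human spleen homogenate is scored by 4-MU fluorescence after 40 min at 37C, pH 5.0, with 1 mM substrate. AC50s come from concentration-response fitted to the Hill equation.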
Tau fluor counter: Counterscreen qHTS for Inhibitors of Tau Fibril Formation, Fluorescence Polarization; tau K18 P301L (four-repeat tau fragment) Alexa594 fluorescence, heparin fibrillization; Potency, µM (doses to about 57.7 µM), inactives show at the top dose activity change, negative = decrease; hit rate 0.93% among 280,000; note: potency is the fitted concentration of half-maximal effect; % is set by controls: 0 for no effect and ±100 for the full control effect; nearly all actives have a fitted effect of over 55% in size
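Human K18 P301L tau (15 uM unlabeled plus 0.24 uM Alexa 594-labeled, final) in 100 mM sodium acetate pH 7 was mixed with compound and 20 uM heparin and incubated 6 hr at 37 C.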
An asterisk follows results filed as active; ? = inconclusive; · = not tested or not shown; [ ] = another dose, or the depositor's remark. Unless noted, calls come from the whole dose curve; as a rule, active = well fitted curve in the direction sought with a large enough effect; inconclusive = small, poorly fitted or top-dose-only effect, or another doubt; inactive = no such curve, though single readings can be large; an effect the other way counts as inactive or inconclusive. Some of the compounds tested (hit frequency here may not be typical).

A first look (2 entries):
Below each compound – CBFb-RUNX1 inh	TexasRed fluor	Tau FP inhib	TRb SRC2 PPI	Epigenetic reg	NPSR antagonist	GLA spleen mod	Tau fluor counter
- COc1ccc(CC(=O)Nc2ccc(C(=O)Nc3ccccc3C(=O)O)cc2)cc1OC
  -2%	6%	2%	-4%	-1.1%	15%	3%	-6%
- O=C(Nc1ccc(N2C(=O)C3C4C=CC(C4)C3C2=O)cc1)Nc1cccnc1 (stereo not given)
  19%	-1%	-6%	-22%	-13%	-5%[46.1 µM]	5%	-4%

The whole of this part, from the first entry:
Below each compound – CBFb-RUNX1 inh	TexasRed fluor	Tau FP inhib	TRb SRC2 PPI	Epigenetic reg	NPSR antagonist	GLA spleen mod	Tau fluor counter
- COc1ccc(CC(=O)Nc2ccc(C(=O)Nc3ccccc3C(=O)O)cc2)cc1OC
  -2%	6%	2%	-4%	-1.1%	15%	3%	-6%
- O=C(Nc1ccc(N2C(=O)C3C4C=CC(C4)C3C2=O)cc1)Nc1cccnc1 (stereo not given)
  19%	-1%	-6%	-22%	-13%	-5%[46.1 µM]	5%	-4%
- O=C(O)CC(NC(=O)C1c2ccccc2Oc2ccccc21)c1ccc(Cl)cc1 (stereo not given)
  -10%	-51%	5%	1%	1.3%	-18%[46.1 µM]	5%	0%
- COc1ccc(CCNC(=O)C2CCC(CNS(=O)(=O)c3ccc(F)cc3)CC2)cc1OC (stereo not given)
  -2%	-1%	-3%	5%	1.4%	-2%	9%	3%
- Cc1cccc(N2CCN(C(=O)C(Cc3ccccc3)n3cccc3)CC2)c1C (stereo not given)
  -1%	1%	1%	5%	-0.8%	?	9%	-15%
- Cn1cnnc1SCC(=O)c1cc2ccccc2oc1=O
  -3%	-3%	?	6%	-11%	-3%[46.1 µM]	1%	?
- O=C(NCc1cccnc1)c1cccs1
  5%	-4%	0%	-10%	1.1%	6%	-5%	3%
- CCOc1ccccc1C(=O)NC1(C(F)(F)F)C(=O)Nc2c1c(=O)[nH]c(=O)n2-c1ccccc1 (stereo not given)
  ·	-20%	?	1%	-1.0%	·	·	-6%
- CCOC(=O)c1[nH]c(C)c(C(=O)c2ccc(C)cc2)c1C
  -6%	-1%	2%	-3%	8.5%	1%[46.1 µM]	0%	-9%
- CCOC(=O)C1CCN(S(=O)(=O)c2ccc(N3CCCCS3(=O)=O)cc2)CC1
  ·	-1%	4%	-1%	-2.4%	·	·	-2%
- CCN(CC)c1nc2c(S(=O)(=O)c3ccccc3)nnn2c2ccc(Cl)cc12
  ·	-17%	-1%	4%	0.8%	·	·	-22%
- COc1cccc(/C=N/n2cnc3cc(C)c(C)cc32)c1OC
  3%	3%	1%	-2%	0.0%	-13%	6%	-2%
- C/C(=N\OC(=O)c1ccc(OC(C)C)cc1)c1ccc(C)c(C)c1
  12%	3%	-11%	-3%	0.0%	-27%[46.1 µM]	7%	-22%
- Cn1c(=O)c2sccc2n2c(CCCC(=O)Nc3ccc(F)cc3F)nnc12
  ·	0%	-2%	-11%	-1.5%	·	·	-9%
- Cc1ccc(OCC(=O)Nc2ccccc2-c2ccccc2)cc1
  ?	0%	-9%	4%	-2.1%	-7%[46.1 µM]	1%	?
- Cc1ccc(NC(=O)NCc2ccc3c(c2)CCN3C(=O)c2ccccc2)c(Cl)c1
  ·	-4%	-5%	1%	1.7%	·	·	-17%
- O=c1nc(SCc2c(F)cccc2Cl)nc(-c2ccccc2)[nH]1
  5%	-6%	1%	-5%	0.1%	-16%	-4%	-9%
- COc1cccc(-n2c(Cc3cc(=O)[nH]c(=O)[nH]3)nnc2SCC(=O)Nc2ccccc2)c1
  4%	-1%	4%	2%	1.0%	5%[46.1 µM]	4%	4%
- O=C(CSc1nccn1-c1ccccc1)NCc1ccc2c(c1)OCO2
  -5%	-3%	6%	0%	1.0%	-8%[46.1 µM]	3%	-4%
- CC(=O)c1c(C)[nH]c(C(=O)Nc2ccc(C)c(C)c2)c1C
  -8%	1%	-3%	-4%	-4.1%	-8%[46.1 µM]	-3%	-19%
- Oc1ccc(N2CCN(C(c3cccs3)c3nnnn3CCc3ccccc3)CC2)cc1 (stereo not given)
  -22%	2%	0%	-10%	0.0%	?	-2%	?
- CC(NC(=O)CCn1c(=O)c2cccn2c2ccc(F)cc21)c1ccccc1 (stereo not given)
  ·	11%	-7%	6%	0.0%	·	·	-7%
- COc1ccccc1CNC(=O)CN(CCc1ccccc1)S(C)(=O)=O
  6%	-5%	-5%	-10%	-1.3%	10%	1%	-12%
- CC(C)(C)C(=O)Nc1cc(-c2cccc(Br)c2)nn1-c1ccccc1
  ·	-1%	-14%	-7%	-1.1%	·	·	-20%
- COc1cc2c3c(c1)C(C)=CC(C)(C)N3C(=O)C2=O
  -11%	-8%	-7%	-4%	2.1%	49%	-6%	?
- COc1ccc(NC(=O)Cn2c(=O)cc(C)c3c(C)nn(-c4cccc(Cl)c4C)c32)cc1OC
  ·	1%	-14%	3%	-1.1%	·	·	-6%
- O=C(O)CC1c2ccccc2CCN1C(=O)Nc1cc(Cl)ccc1Cl (stereo not given)
  ·	-3%	6%	1%	-1.4%	·	·	8%
- CC(C)(C)C1CCc2nc(NC(=O)COc3ccccc3[N+](=O)[O-])sc2C1 (stereo not given)
  ·	-2%	2%	3%	-0.8%	·	·	-5%
- CCOCCc1nnc(N)s1
  0%	-1%	6%	-1%	0.0%	0%[46.1 µM]	-6%	-10%
- COc1ccccc1CCN1C(=S)NC(C)(C)CC1(C)O (stereo not given)
  -4%	3%	-10%	-4%	-1.4%	-12%[46.1 µM]	16%	-7%

Six structures out of the list, sorted by count of non-hydrogen atoms, highest first:
Below each compound – CBFb-RUNX1 inh	TexasRed fluor	Tau FP inhib	TRb SRC2 PPI	Epigenetic reg	NPSR antagonist	GLA spleen mod	Tau fluor counter
- COc1ccc(CCNC(=O)C2CCC(CNS(=O)(=O)c3ccc(F)cc3)CC2)cc1OC (stereo not given)
  -2%	-1%	-3%	5%	1.4%	-2%	9%	3%
- COc1ccc(CC(=O)Nc2ccc(C(=O)Nc3ccccc3C(=O)O)cc2)cc1OC
  -2%	6%	2%	-4%	-1.1%	15%	3%	-6%
- O=C(O)CC(NC(=O)C1c2ccccc2Oc2ccccc21)c1ccc(Cl)cc1 (stereo not given)
  -10%	-51%	5%	1%	1.3%	-18%[46.1 µM]	5%	0%
- CC(NC(=O)CCn1c(=O)c2cccn2c2ccc(F)cc21)c1ccccc1 (stereo not given)
  ·	11%	-7%	6%	0.0%	·	·	-7%
- COc1cccc(/C=N/n2cnc3cc(C)c(C)cc32)c1OC
  3%	3%	1%	-2%	0.0%	-13%	6%	-2%
- O=C(NCc1cccnc1)c1cccs1
  5%	-4%	0%	-10%	1.1%	6%	-5%	3%

Continuation.
Below each compound – CBFb-RUNX1 inh	TexasRed fluor	Tau FP inhib	TRb SRC2 PPI	Epigenetic reg	NPSR antagonist	GLA spleen mod	Tau fluor counter
- COc1cccc(C(=O)Nc2ccc(NC(=O)c3ccco3)cn2)c1
  3%	-1%	-6%	6%	-2.2%	-17%[46.1 µM]	-11%	-11%
- CN(C)C(=S)Nc1cccc(C(F)(F)F)c1
  -1%	0%	-4%	4%	-1.6%	-28%	5%	-11%
- CC(C)CC(=O)Nc1ccc(N2CCN(S(C)(=O)=O)CC2)cc1
  8%	-2%	7%	-2%	1.1%	16%	5%	5%
- Cc1cc(CN2CCOCC2)c(O)c(C2(C)CCCCC2)c1
  1%	-2%	6%	-6%	-0.1%	?	0%	-3%
- CCOc1ccccc1CNC(=O)C1CCN(C2=NS(=O)(=O)C(c3ccc(C)c(C)c3)=C2C)CC1
  ·	1%	-11%	4%	5.5%	·	·	-4%
- CN(C)c1ncccc1-c1nc2ccccc2s1
  ?	-2%	-1%	2%	-1.3%	11%	8%	-6%
- O=C1Nc2ccccc2C12OCCS2 (stereo not given)
  5%	0%	-1%	4%	-1.3%	-4%[46.1 µM]	-5%	4%
- Clc1cccc(CSc2nc(NCCc3ccccc3)c3ccccc3n2)c1
  ·	0%	-13%	6%	-1.3%	·	·	-14%
- CC(O)[C@H]1CNC(=O)C(=O)N1CC(C)(C)C (stereo not given in full)
  6%	1%	-1%	-4%	0.0%	11%	1%	1%
- Cc1ccccc1OCC(=O)NN1CCN(C)CC1
  4%	-1%	-2%	-16%	0.0%	22%	5%	1%
- O=C(c1ccc(OCC2CCCO2)cc1)N1CCc2ccccc2C1 (stereo not given)
  5%	-4%	0%	-6%	-0.3%	-13%	-14%	-3%
- CCOc1cc(/C=N/NC(N)=O)ccc1OCC(=O)Nc1ccc(C)c(C)c1
  10%	-2%	-1%	8%	-4.1%	8%	3%	?
- CN(C)CC#CCC(O)(c1ccccc1)c1ccccc1
  -1%	0%	2%	-6%	-0.8%	13%	-8%	3%
- C[C@H](NC(=O)Nc1cccc(Br)c1)C(=O)O
  3%	1%	-2%	6%	-1.9%	20%	8%	0%
- CCN(CC)S(=O)(=O)c1cccc(C(=O)N/N=C/c2ccc(N3CCOCC3)cc2)c1
  -3%	-2%	7%	2%	-0.5%	-2%	-6%	-18%
